LAP4-GFP MLPCN – alters LAP4-GFP fluorescence in TOR pathway yeast screen; S. cerevisiae LAP4-GFP multiplex, flow cytometry GFP, 3 h; median GFP as percent of DMSO wells; GFP response vs DMSO, % at 10 µM; hit rate 0.34% among 320,000;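 active = GFP response vs DMSO above a set limit, about the screen mean plus 3 SD, cut at about 150% in these data; inconclusive = under 70 cell events counted for the yeast strain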
RPL19A-GFP yeast – modulators of TOR pathway RPL19A-GFP in S. cerevisiae. S. cerevisiae RPL19A-GFP strain, flow cytometry, 3 h; stronger effect = lower value. percent response vs DMSO, % at 10 µM. hit rate 0.3% among 330,000;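 active = percent response vs DMSO below 50%; inconclusive = fewer than 70 events counted for the yeast strain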;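 note: median channel GFP fluorescence of the barcoded RPL19A-GFP strain; ratio of sample median GFP to plate DMSO average so 100% = DMSO; lower means less RPL19A-GFP as with rapamycin TOR inhibition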
MEP2 TOR yeast – yeast TOR pathway MEP2-GFP modulation | AID 2016 | hit rate 0.51% among 330,000 | GFP response vs DMSO, % at 10 µM | S. cerevisiae MEP2-GFP strain, flow cytometry GFP, 3 h; 100% = DMSO control level;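 active = GFP response versus DMSO above a set limit, roughly screen mean plus 3 SD, cut at about 180% in these data; inconclusive = fewer than 70 cells counted for a yeast strain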;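 note: median GFP fluorescence of the barcode-gated MEP2-GFP cells per well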
JMJD2C inh – blocks human GASC-1 demethylase activity; Q9H3R0; GST-JMJD2C(1-420) H3K9me3 demethylation, DELFIA europium; inhibition, % at 2.35 µM; hit rate 0.069% among 330,000; AID 2099;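 active = more than half of a compound's replicate wells show inhibition beyond 50%, single wells judged on their own value; inconclusive = some, but no more than half, of replicates pass 50% inhibition; inactive = no replicate passes 50% inhibition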;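 note: signal counts dimethyl H3K9 product captured on neutravidin plate; 0% = median of DMSO wells and 100% = 0.3 times that DMSO median; strong numbers were not always called active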
Target sequence (Q9H3R0 1-420 limits assumed): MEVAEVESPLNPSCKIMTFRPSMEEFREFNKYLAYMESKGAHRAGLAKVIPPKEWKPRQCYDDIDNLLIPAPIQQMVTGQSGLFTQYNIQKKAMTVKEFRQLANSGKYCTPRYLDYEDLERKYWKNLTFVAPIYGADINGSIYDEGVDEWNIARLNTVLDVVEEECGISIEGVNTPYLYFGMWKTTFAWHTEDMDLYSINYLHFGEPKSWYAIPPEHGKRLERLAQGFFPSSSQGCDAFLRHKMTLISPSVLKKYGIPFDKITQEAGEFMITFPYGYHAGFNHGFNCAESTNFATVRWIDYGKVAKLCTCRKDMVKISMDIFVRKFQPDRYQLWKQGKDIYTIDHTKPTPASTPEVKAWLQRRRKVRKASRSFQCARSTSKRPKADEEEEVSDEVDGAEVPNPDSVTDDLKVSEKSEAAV
CR mimetic SO – caloric restriction mimetics inhibiting age-related superoxide in yeast; superoxide response (% of plate mean), % at 10 µM; S. cerevisiae aged cells, superoxide DHE fluorescence; stronger effect = lower value; hit rate 0.18% among 330,000;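 active = superoxide response under a set limit, about three screen SD below normal, cut at about 65% in these data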;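 note: yeast aged for seven days with compound at 30 °C before DHE staining; 100% = average MFI of all compound-treated wells on the plate with controls excluded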
proCasp3 act – procaspase-3 (human) activation; activation, % at 8.5 µM; AID 463141; P42574; hit rate 0.11% among 330,000; recombinant procaspase-3 D3A, Ac-DEVD-pNA absorbance 405 nm;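 active = activation above the mean of all tested compounds plus 3 SD, cut at about 21% in these data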;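 note: 0% = DMSO alone and 100% = DMSO wells spiked with extra 5 µM PC-3 D3A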
Target sequence (P42574 whole entry D9A/D28A/D175A): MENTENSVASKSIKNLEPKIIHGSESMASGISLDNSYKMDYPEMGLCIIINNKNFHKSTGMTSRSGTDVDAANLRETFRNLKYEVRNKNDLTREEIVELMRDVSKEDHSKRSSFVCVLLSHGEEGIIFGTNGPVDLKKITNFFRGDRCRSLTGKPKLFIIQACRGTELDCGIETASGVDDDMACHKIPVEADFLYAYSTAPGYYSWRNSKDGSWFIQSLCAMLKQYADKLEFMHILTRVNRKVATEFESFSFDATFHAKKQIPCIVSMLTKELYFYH
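Evaluation: percent activation relative to control range; Material: Procaspase-3 D3A mutant, all three cleavage aspartates alanine; Compound: single dose, 8.5 µM nominal compound, 0.8% DMSO; Replication: one well per compound; Signal: absorbance at 405 nm, 0 and 120 min; Schedule: 1 h preincubation plus 2 h reaction at 25 °C.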
procasp7 counter – counter-screen: procaspase-7 (human) activation. activation, % at 8.5 µM. recombinant procaspase-7, Ac-DEVD-pNA absorbance 405 nm; D23A/D198A/D206A triple mutant, cannot self-cleave; scale: DMSO 0, 5 µM enzyme 100. P55210. hit rate 0.093% among 330,000;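 active = percent activation above the screen-wide mean plus 3 SD, cut at about 25% in these data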
Target sequence (P55210 whole entry D23A/D198A/D206A): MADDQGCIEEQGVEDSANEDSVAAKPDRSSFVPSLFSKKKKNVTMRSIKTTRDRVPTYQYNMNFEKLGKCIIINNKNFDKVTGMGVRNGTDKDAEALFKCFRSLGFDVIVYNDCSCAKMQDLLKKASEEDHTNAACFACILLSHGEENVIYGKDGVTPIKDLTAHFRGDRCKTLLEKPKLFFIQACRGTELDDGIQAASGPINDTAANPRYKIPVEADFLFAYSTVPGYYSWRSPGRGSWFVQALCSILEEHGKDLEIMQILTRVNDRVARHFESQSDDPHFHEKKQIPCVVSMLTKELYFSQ
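Assay system: Uncleavable procaspase-7 mutant enzyme | Input: 2 µM procaspase-7 mutant as dispensed | Timing: 1 h compound preincubation, 2 h substrate cleavage, 25 °C | Repeats: One well per compound | Control set: DMSO wells as 0%, DMSO with 5 µM added PC-7 as 100% | Technique: Epi-absorbance of released pNA at 405 nm, two timepoints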
AHR act – activators of human aryl hydrocarbon receptor; P35869; AHR-responsive luciferase reporter cells, luminescence; activation, % at 5 µM; hit rate 2.5% among 320,000; AID 2796; in the data active = activation above about 47%;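 note: 0% = vehicle wells and 100% = reference agonist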
An asterisk follows results filed as active; ? = inconclusive; . = not tested or not shown.

Screens in order: LAP4-GFP MLPCN | RPL19A-GFP yeast | MEP2 TOR yeast | JMJD2C inh | CR mimetic SO | proCasp3 act | procasp7 counter | AHR act
> CN(c1ccc(OCC(=O)OCC(=O)Nc2ccc(F)cc2)cc1)S(=O)(=O)c1ccc(Cl)cc1
 : 98 | 100 | 102 | -2 | 109 | 8 | 6 | 3
> O=C(CC12CC3CC(CC(C3)C1)C2)NC(Cc1ccccc1)C(=O)O (centres undefined)
 : 108 | 98 | 101 | 8 | 109 | -9 | -1 | 0
> COc1cc(C(=O)NCC(=O)NCC(c2ccco2)N2CCCCC2)cc(OC)c1OC (centres undefined)
 : 93 | 94 | 94 | . | 101 | -5 | -10 | 0
> COc1ccc(C2C(C(=O)NCCCN3CCOCC3)c3ccccc3C(=O)N2c2ccc(OC)cc2)cc1 (centres undefined)
 : 94 | 106 | 102 | -1 | 113 | -1 | -2 | 0
> CC(C)C(=O)NC(c1cccs1)c1cc([N+](=O)[O-])c2cccnc2c1O (centres undefined)
 : 153* | 88 | 128 | 13 | 122 | -12 | -32 | 2
> CCCC(=O)NC(Nc1ccccc1F)C(Cl)(Cl)Cl (centres undefined)
 : 99 | 101 | 104 | -2 | 112 | 0 | -3 | 0
> CCC(=O)N=c1sc2ccccc2n1-c1ccccc1
 : 97 | 91 | 99 | -16 | 95 | -2 | 10 | 0
> COc1cc(CNCc2ccc(C)cc2)cc(OC)c1OC
 : 93 | 106 | 111 | 2 | 85 | 5 | 0 | 0
> CC(C)C[C@H](NC(=O)c1nc[nH]c1C(=O)N1CCC(C)CC1)C(=O)OC(C)(C)C
 : 127 | 104 | 100 | 3 | 77 | 0 | -3 | 6
> Cc1cc(OC(=O)c2cccc(Br)c2)c([N+](=O)[O-])c(=O)[nH]1
 : 117 | 100 | 97 | -3 | 93 | 11 | -8 | -3
> CCCCNC(=O)c1cc2cccc([N+](=O)[O-])c2[nH]1
 : 112 | 96 | 102 | 3 | 94 | -6 | 7 | 28
> Cc1noc(C)c1COC(=O)CCC(=O)c1ccc(F)cc1
 : 110 | 98 | 98 | -13 | 103 | 0 | 10 | 3
> CC(C)(C=O)C1=CC(=O)c2ccccc2C1=O
 : 193* | 87 | 113 | 5 | 114 | -22 | -31 | 83*
> Cc1sc2nc(CSc3ncn[nH]3)[nH]c(=O)c2c1C
 : 86 | 90 | 91 | 7 | 111 | 2 | -3 | 7
> Cc1ccc(C)c(NC(=O)COC(=O)c2c(C)nn(-c3ccccc3)c2C)c1
 : 109 | 105 | 116 | 16 | 103 | 8 | 5 | 2

Full records, looked up by structure. Order of values: LAP4-GFP MLPCN, RPL19A-GFP yeast, MEP2 TOR yeast, JMJD2C inh, CR mimetic SO, proCasp3 act, procasp7 counter, AHR act
`CCCC(=O)NC(Nc1ccccc1F)C(Cl)(Cl)Cl` (centres undefined) is entered as 99, 101, 104, -2, 112, 0, -3, 0
`CC(C)C[C@H](NC(=O)c1nc[nH]c1C(=O)N1CCC(C)CC1)C(=O)OC(C)(C)C` is entered as 127, 104, 100, 3, 77, 0, -3, 6
`Cc1noc(C)c1COC(=O)CCC(=O)c1ccc(F)cc1` is entered as 110, 98, 98, -13, 103, 0, 10, 3
`COc1cc(C(=O)NCC(=O)NCC(c2ccco2)N2CCCCC2)cc(OC)c1OC` (centres undefined) is entered as 93, 94, 94, ., 101, -5, -10, 0
`COc1cc(CNCc2ccc(C)cc2)cc(OC)c1OC` is entered as 93, 106, 111, 2, 85, 5, 0, 0

Going on with the list:
Screens in order: LAP4-GFP MLPCN | RPL19A-GFP yeast | MEP2 TOR yeast | JMJD2C inh | CR mimetic SO | proCasp3 act | procasp7 counter | AHR act
> O=C(Nc1nnc(-c2ccccc2F)s1)c1cccnc1
 : 80 | 98 | 89 | 2 | 106 | -3 | -2 | 13
> CC(C)CNC(=O)CN1C(=O)NC2(CCCc3ccccc32)C1=O (centres undefined)
 : 107 | 101 | 102 | -2 | 101 | 0 | 0 | 1
> CCc1ccc(S(=O)(=O)NCCc2cn3ccsc3n2)s1
 : 106 | 99 | 105 | 56 | 74 | 5 | -5 | 2
> CCCCOC(=O)c1ccc(NC(=O)COC(=O)c2ccc3ncsc3c2)cc1
 : 115 | 108 | 113 | -3 | 128 | 9 | 0 | -1
> CC1CCCCC1NC(=O)C1CCC(CNS(=O)(=O)c2ccccc2)CC1 (centres undefined)
 : 86 | 105 | 108 | -17 | 94 | -2 | -2 | 0
> COc1ccc(OC)c(CNC(=O)CCc2nc(-c3cccs3)no2)c1
 : 100 | 98 | 97 | 1 | 99 | 3 | 3 | 61*
> Cc1ccc(-c2ccc(CCC(=O)O)n2NC(=O)c2ccco2)cc1
 : 111 | 108 | 120 | -12 | 117 | -4 | -6 | 4
> CN(C)c1ccc2nc3c(=O)[nH]c(=O)nc-3n(CC(O)C(O)C(O)CO)c2c1 (centres undefined)
 : 100 | 103 | 110 | 13 | 88 | -1 | 7 | 0
> O=C(c1cc2ccccc2o1)N1CCN(c2ncccn2)CC1
 : 89 | 98 | 101 | 0 | 100 | 4 | -1 | -2
> CC(C)N(C#N)c1nc(N2CCOCC2)nc(N2CCOCC2)n1
 : 107 | 87 | 144 | 5 | 96 | 1 | 9 | 1
> COc1ccc(C2=C(c3ccc([N+](=O)[O-])cc3)C(=O)OC2)cc1
 : 85 | 100 | 96 | 14 | 127 | 1 | -1 | -1
> C=CC[C@@H](CC(=O)N[C@H](CO)Cc1ccccc1)C(=O)NCCOC(=O)[C@@H](CC=C)Cc1ccc(F)cc1
 : 96 | 97 | 98 | . | 107 | -6 | 12 | -1
> O=C(CSc1nc2ccccc2c(=O)n1Cc1ccc(F)cc1)NCC1CCCO1 (centres undefined)
 : 94 | 94 | 98 | 4 | 100 | 1 | 1 | 1
> Cc1ccc(S(=O)(=O)Nc2nonc2C)cc1
 : 116 | 109 | 108 | 4 | 108 | 8 | 6 | 3
> O=C(Cc1ccc([N+](=O)[O-])cc1)N1N=C(c2ccncc2)CC1(O)C(F)(F)F (centres undefined)
 : 97 | 97 | 95 | -3 | 100 | 13 | 4 | 5

SMILES | LAP4-GFP MLPCN | RPL19A-GFP yeast | MEP2 TOR yeast | JMJD2C inh | CR mimetic SO | proCasp3 act | procasp7 counter | AHR act
Cc1cc(C)c(S(=O)(=O)N2CCCOC2CNC(=O)C(=O)NCc2cccnc2)c(C)c1 (centres undefined) | 101 | 99 | 101 | 0 | 76 | -1 | 2 | 1
O=C(CN1CCCCCCC1)Nc1cc(Cl)cc(Cl)c1 | 119 | 96 | 106 | -9 | 96 | 11 | 13 | 3
COC(=O)c1c(NC(=O)/C=C/C(=O)O)sc(Cc2ccccc2)c1C | 98 | 98 | 104 | -1 | 114 | -2 | -10 | -1
Clc1ccc(CN2CCc3c([nH]c4ccccc34)C2)cc1Cl | 105 | 98 | 98 | -8 | 104 | -4 | -11 | 12
COc1cc(OC)cc(-c2sc3ccc(OC)cc3c2C#CC(C)(C)O)c1 | 95 | 96 | 85 | -9 | 100 | -6 | 6 | 15
CCC(=O)Nc1nnc(S(=O)(=O)N(CC(C)C)c2ccccc2)s1 | 98 | 98 | 100 | -6 | 106 | 2 | 8 | -1
Cc1ccnc(NC(=O)c2ccc(Cl)s2)c1 | 102 | 101 | 100 | 3 | 88 | 0 | 7 | 9
O=C(c1scc2c1CCCC2)N1CCOCC1 | 98 | 87 | 85 | 0 | 95 | 4 | 2 | -3

An excerpt from further up, as a working copy:
SMILES | LAP4-GFP MLPCN | RPL19A-GFP yeast | MEP2 TOR yeast | JMJD2C inh | CR mimetic SO | proCasp3 act | procasp7 counter | AHR act
Cc1ccnc(NC(=O)c2ccc(Cl)s2)c1 | 102 | 101 | 100 | 3 | 88 | 0 | 7 | 9
O=C(c1scc2c1CCCC2)N1CCOCC1 | 98 | 87 | 85 | 0 | 95 | 4 | 2 | -3

(list continues)
SMILES | LAP4-GFP MLPCN | RPL19A-GFP yeast | MEP2 TOR yeast | JMJD2C inh | CR mimetic SO | proCasp3 act | procasp7 counter | AHR act
O=C(CNCc1ccccn1)Nc1ccc([N+](=O)[O-])cc1C(=O)Nc1ccccc1F | 92 | 104 | 100 | -1 | 99 | -9 | 4 | 75*
Cc1ccc(C)c(C(=O)NCc2ccncc2)c1 | 101 | 104 | 105 | -2 | 83 | 8 | 1 | 5
O=C(CCCOc1ccccc1)N1CCN(S(=O)(=O)c2ccccc2)CC1 | 99 | 103 | 103 | 13 | 94 | 3 | 3 | 0
CCOc1nc(SC(C(C)=O)C(=O)Nc2ccccc2)nc(N(C)C)n1 (centres undefined) | 99 | 98 | 100 | 7 | 96 | -8 | -23 | 4
COc1cc2c(OC(C)=O)c3c(c(-c4ccc5c(c4)OCO5)c2cc1OC)C(=O)OC3 | 103 | 90 | 102 | -9 | 104 | 5 | -4 | -1
CCCCCC(=O)N[C@@H](c1ccccc1)[C@@H](O)C(=O)O[C@H]1C[C@@]2(O)[C@@H](OC(=O)c3ccccc3)C3[C@](C)(C(=O)[C@H](OC(C)=O)C(=C1C)C2(C)C)[C@@H](O)C[C@H]1OC[C@@]31OC(C)=O (some centres undefined) | 104 | 98 | 94 | -7 | 77 | -2 | -6 | 13
COc1cccc2sc(N3CCN(c4nc5ccccc5s4)CC3)nc12 | 96 | 98 | 104 | -4 | 98 | 5 | 0 | 1
C#CC1(NC(=O)NC(C)C)CCCCC1 | 90 | 102 | 100 | 11 | 83 | 5 | -4 | 0

SMILES | LAP4-GFP MLPCN | RPL19A-GFP yeast | MEP2 TOR yeast | JMJD2C inh | CR mimetic SO | proCasp3 act | procasp7 counter | AHR act
CCOc1ccc(NC(=O)C2CCN(C(=O)NCc3ccccc3)CC2)cc1 | 102 | 100 | 99 | 2 | 104 | -4 | 8 | 0
O=C(Nc1cc(C(F)(F)F)ccc1N1CCOCC1)c1cccnc1Cl | 87 | 94 | 95 | 0 | 101 | 3 | 7 | 10
COc1ccc(NC(=O)CSc2nc3ccsc3c(=O)n2Cc2ccccn2)c(OC)c1 | 105 | 103 | 107 | -8 | 99 | -9 | -11 | 1
CCOc1ccc(/C=N/NC(=O)NC23CC4CC(CC(C4)C2)C3)cc1O | 89 | 112 | 169 | -26 | 101 | -6 | -1 | 7
Cc1ccc(Cn2nc3c(cc2=O)CCc2ccccc2-3)cc1 | 124 | 113 | 111 | -4 | 95 | 2 | 1 | 1
Cc1cccc(C(=O)N[C@H](C(=O)OCc2cc(=O)n3c(n2)sc2ccccc23)C(C)C)c1 | 105 | 103 | 101 | 6 | 105 | 6 | 0 | 0
CC(C)CN(CCNC(=O)CN1C(=O)CSc2ccc(S(=O)(=O)N3CCOCC3)cc21)CC(C)C | 95 | 90 | ? | 4 | 96 | 0 | 14 | 0
O=C(c1cc2cc(Br)ccc2o1)N1CCOCC1 | 98 | 103 | 103 | 17 | 113 | 3 | 0 | -3
S=C(NCCCN1CCOCC1)NC1CC1 | 102 | 107 | 102 | 6 | 103 | -1 | 2 | -1
